High-throughput results deposited in PubChem BioAssay by National Center for Advancing Translational Sciences (NCATS).
PLK1 PBD inh – qHTS for Inhibitors of PLK1-PDB (polo-like kinase 1 - polo-box domain): Primary Screen | AID 720504, 2013 | Potency, µM, for inactives: max response, negative = inhibition, hits mostly inhibitors | Plk1 PBD binding of FITC phosphopeptide, fluorescence polarization | 2.8% of 360,000 active; further: potency means the concentration at half of the fitted maximal effect; series mostly up to about 57 µM; on the % scale 0 is the no-effect control and ±100 the full control effect; nearly all actives have a fitted effect of over 65% in size
EPAC1 antag – qHTS for Antagonist of cAMP-regulated guanine nucleotide exchange factor 3 (EPAC1): primary screen; Rap guanine nucleotide exchange factor 3 (Homo sapiens), O95398; EPAC1 GEF assay, Rap1b-BODIPY-GDP exchange fluorescence; Potency, µM (top dose mostly 115 µM), for the others: top-dose activity change, negative = inhibition, actives largely listed as inhibitors; 0.14% of 360,000 active;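 further: potency means the concentration at half of the fitted maximal effect; plate controls were vehicle for no effect and positive control for full effect; nearly all actives have a fitted effect of over 50% in size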
WRN inhibitor – qHTS for Inhibitors of WRN Helicase | AID 651768, 2012 | WRN helicase unwinding, fluorescent forked duplex, kinetic | Potency, µM (titrated, usually from 114 µM), for inactives: top-dose activity change, negative = inhibition, usual class: inhibitors | 0.46% of 360,000 active; further: potency means the concentration at half of the fitted maximal effect; on the % scale 0 is the no-effect control and ±100 the full control effect; nearly all actives have a fitted effect of over 55% in size
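Fluorescence dequenching readout, ex 525 nm/em 598 nm, kinetic mode: forked duplex DNA (100 nM final) with adjacent fluorophore and quencher unwound by WRN (20 nM final) with 2 mM ATP. Compound preincubation 15 min, room temperature.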
PI5P4K alpha inh – qHTS for Inhibitors of phosphatidylinositol 5-phosphate 4-kinase (PI5P4K); Phosphatidylinositol 5-phosphate 4-kinase type-2 alpha (Homo sapiens), P48426; PI5P4Kalpha enzyme, ADP-Glo luminescence, 60 min; stronger effect = lower value; max response, %; 1.2% of 330,000 active; AID 652105, 2013; active means max response of -50% or lower; inconclusive means between -30% and -50%; inactive means -30% or higher; further: value at the top dose of about 77 µM; on the % scale 0 is the no-effect control and ±100 the full control effect
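Compounds were pin-transferred onto PI5P4Kalpha and substrate in HEPES pH 7.4 buffer with EGTA, CHAPS and 5% DMSO. ATP (5 microM final) started the reaction, which ran 60 minutes at room temperature before ADP-Glo detection.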
EPAC1 agonist – qHTS for Agonist of cAMP-regulated guanine nucleotide exchange factor 3 (EPAC1): primary screen | Rap guanine nucleotide exchange factor 3 (Homo sapiens), O95398 | 0.073% of 360,000 active | Potency, µM (titrated, usually from 154 µM), without a hit: at the top dose activation, hits mostly activators | AID 720707, 2013 | EPAC1 agonist qHTS, biochemical assay; response scale: 100% = response to 6.5 mM cAMP; further: potency means the concentration at half of the fitted maximal effect; nearly all actives have a fitted effect of over 60% in size
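Nucleotide exchange by EPAC1 (100 nM) on Rap1B–BODIPY-GDP (250 nM) in the presence of 50 uM GDP is tracked fluorescently at 480/540 nm over 30 min. Signals are normalized to a 6.5 mM cAMP control.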
CCT chaperon mod – High-Throughput Screening for Modulators of Cytosolic Chaperonin Activity; activity change, % (concentration not given with the values), hits read low; 0.3% of 360,000 active; purified chaperonin ATPase assay, HTRF ADP detection, 30 min; in the data active means activity change below about -30%; further: on the % scale 0 is the no-effect control and ±100 the full control effect
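TRiC (40 or 20 nM final, by batch activity) in 30 mM Tris pH 7.4, 100 mM KCl, 5 mM MgCl2, 1 mM DTT was treated with compound at 76 uM single dose, then 10 uM ATP, 30 min at 37 °C. ADP was read by HTRF Transcreener.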
EPAC2 agonist – qHTS for Agonist of cAMP-regulated guanine nucleotide exchange factor 4 (EPAC2): primary screen; Rap guanine nucleotide exchange factor 4 (Homo sapiens), Q8WZA2; EPAC2 activation, biochemical qHTS; response scale: 100% = 6.5 mM cAMP response; Potency, µM (doses to about 154 µM), for the others: at the highest dose activation, hits mostly activators; 0.079% of 360,000 active; AID 720711, 2013; further: potency means the concentration at half of the fitted maximal effect; nearly all actives have a fitted effect of over 50% in size
Target sequence (Q8WZA2 whole entry, looked up): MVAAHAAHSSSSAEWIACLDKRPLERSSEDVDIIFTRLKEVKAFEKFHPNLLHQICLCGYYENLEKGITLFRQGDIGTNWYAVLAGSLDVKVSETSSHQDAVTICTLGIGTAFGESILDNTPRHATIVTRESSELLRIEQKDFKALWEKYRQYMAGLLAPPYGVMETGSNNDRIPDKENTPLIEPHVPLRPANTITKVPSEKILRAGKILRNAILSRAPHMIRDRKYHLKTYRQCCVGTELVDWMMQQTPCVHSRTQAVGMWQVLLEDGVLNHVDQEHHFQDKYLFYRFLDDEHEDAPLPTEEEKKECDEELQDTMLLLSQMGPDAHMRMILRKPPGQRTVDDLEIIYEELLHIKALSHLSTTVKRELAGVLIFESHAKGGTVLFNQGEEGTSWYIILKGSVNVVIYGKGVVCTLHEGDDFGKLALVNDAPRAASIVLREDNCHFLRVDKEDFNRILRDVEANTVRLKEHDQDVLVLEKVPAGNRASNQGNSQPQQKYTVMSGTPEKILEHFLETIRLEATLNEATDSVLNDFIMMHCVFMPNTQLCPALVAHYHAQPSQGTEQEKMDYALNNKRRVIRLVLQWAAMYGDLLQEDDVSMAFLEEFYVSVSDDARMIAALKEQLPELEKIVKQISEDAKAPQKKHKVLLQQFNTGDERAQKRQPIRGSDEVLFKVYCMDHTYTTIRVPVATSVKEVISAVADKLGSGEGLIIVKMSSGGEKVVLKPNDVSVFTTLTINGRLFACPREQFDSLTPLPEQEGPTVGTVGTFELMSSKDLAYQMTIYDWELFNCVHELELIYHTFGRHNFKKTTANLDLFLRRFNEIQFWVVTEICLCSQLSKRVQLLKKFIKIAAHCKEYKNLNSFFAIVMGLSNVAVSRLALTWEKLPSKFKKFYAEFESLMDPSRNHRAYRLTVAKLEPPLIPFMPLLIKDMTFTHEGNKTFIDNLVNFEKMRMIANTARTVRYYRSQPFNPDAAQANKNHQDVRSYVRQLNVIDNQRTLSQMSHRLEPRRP
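Compounds were added across a concentration range to EPAC2 (100 nM), RAP1B-BODIPY-GDP (250 nM) and GDP (50 uM). After 5 min at room temperature, fluorescence was recorded at 5-min intervals for 30 min.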
IL2 activator – qHTS of IL-2 Activators; activation, % (series mostly up to about 46 µM); IL-2 activation reporter assay, cell-based qHTS; stimulated with anti-CD3/CD4/CD28 beads; in transgenic mouse T cells; 0.065% of 360,000 active; in the data active means activation above about 50%; inconclusive means mostly about 30% to 49%; further: 0% is about no effect
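Unstimulated transgenic mouse T cells preincubated 60 min with compound, then stimulated with anti-CD3/anti-CD4-coated beads plus anti-CD28 for 18 h at 37 degrees C. IL-2 response read as EGFP and DsRed fluorescence by plate cytometry.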
* hit, by the source's call; ? = inconclusive; / = no result given; [ ] = dose if it differs, or a comment. Unless noted, the call rests on the fitted dose curve; in most records, active means well fitted curve in the direction sought with a large enough effect; inconclusive means small, poorly fitted or top-dose-only effect, or another doubt; inactive means no such curve, though single readings can be large; an effect the other way counts as inactive or inconclusive. Not all compounds are listed; rates above refer to the full screens.

SMILES | PLK1 PBD inh | EPAC1 antag | WRN inhibitor | PI5P4K alpha inh | EPAC1 agonist | CCT chaperon mod | EPAC2 agonist | IL2 activator
CC(=O)c1ccc(OC2(C)CCN(Cc3ccccc3OC(F)F)C2)cc1 (stereo not given) | -11% | -20% | -5% | -1 | -5% | -0.6 | 15% | -0.4
CCOc1ccc(CCN2C(=O)c3ccc(C(=O)O)cc3C2=O)cc1OCC | -3% | 4% | -3% | ? | 24% | -2.0 | 2% | 2.8
COc1ccc(N=Nc2ccc3ccccc3c2)c(O)c1 | -12% | -17% | 3% | 98 | 2% | -4.1 | 4% | -0.7
CCn1c(Cc2ccccc2)nnc1SCC(=O)Nc1ccc2c(c1)OCO2 | -3% | 9% | -3% | 3 | -6% | 0.1 | 11% | 0.3
Cc1sc2ncnc(NCC(c3ccco3)N(C)C)c2c1C (stereo not given) | -1% | 6% | 5% | / | 14% | -2.5 | 10% | -1.7
O=C(c1ccc(CN2CCOCC2)cc1)N1CCN(c2ccccc2F)CC1 | -6% | -19% | -23% | 3 | 7% | -1.5 | 12% | 5.0
Cc1ccc(-c2nnc(Nc3ccc(OCC(N)=O)cc3)c3ccccc23)cc1S(N)(=O)=O | 0% | ? | -19% | 4 | -2% | -1.4 | -4% | 0.1
C[C@H](CO)N1C[C@H](C)[C@H](CN(C)Cc2ccc(-c3ccccc3)cc2)Oc2ccc(NS(=O)(=O)c3ccccc3)cc2CC1=O | -10% | -22% | -2% | 29 | -10% | -2.3 | 1% | -0.9
CC(C)C(=O)Nc1cccc(C(=O)Nc2nnc(C(C)C)s2)c1 | -3% | 3% | 3% | -6 | -2% | -0.8 | 4% | 0.6
CNC(=O)COC(=O)c1cc(F)c(F)cc1Cl | -3% | 9% | 3% | 1 | -6% | 3.1 | 3% | -0.3
O=C(Nc1ccc2c(c1)nc1n2CCOC1)c1ccccc1 | -10% | 3% | -2% | -4 | 6% | 1.9 | -5% | 0.4
CC1=C(c2ccc(C)cc2)[N+](=O)C(C)(C)N1[O-] | -5% | 3% | -3% | 0 | -9% | 2.8 | 1% | -1.5
O=C(NC1CCCCCC1)c1cccc(S(=O)(=O)N2CCOCC2)c1 | 2% | 11% | 1% | -1 | 8% | 0.0 | 1% | -0.4
Cn1[nH]c(C(F)(F)F)cc1=O | -4% | -3% | 8% | -6 | -3% | 2.5 | -4% | -5.0
C[C@@H]1NC(=O)OC1c1ccco1 (stereo not given in full) | -8% | -22% | 3% | -3 | -14% | -1.5 | 2% | -0.8
COc1ccc(CN2CCNC(=O)C2CC(=O)NCCCn2cccn2)cc1C (stereo not given) | -4% | -1% | -22% | -6 | -1% | 1.7 | -2% | -2.2
COc1ccc(S(=O)(=O)N2CCCCC2)cc1NC(=O)CN1C(=O)NC(C)(C2CC2)C1=O (stereo not given) | -7% | -3% | 3% | 0 | -2% | -19 | 6% | 0.2
Cc1ccc2c(CSc3nnc4ccccn34)cc(=O)oc2c1C | -18% | 3% | 8% | -1 | 3% | -3.1 | 2% | -0.8
COc1ccc(CCNC(=O)c2cc(C3CC3)nc3c2cnn3C(C)C)cc1OC | -15% | -22% | 0% | 3 | -3% | 1.1 | 16% | 1.8
Cc1cc(/C=C2/C(=O)NN(c3ccccc3)C2=O)c(C)n1-c1cccc(O)c1 | -24% | ? | -4%[11.6 µM] | -56* | -7% | -2.6 | 0% | -2.1
CC(C)CNC(=O)C(=O)N/N=C/c1cccs1 | -3% | 12% | -1% | / | -2% | -0.1 | -3% | -3.3
CCN(c1ccccc1)S(=O)(=O)c1ccc(F)cc1C | -5% | -10% | -5% | 0 | 6% | -1.1 | 8% | -1.3
C=CCNC(=O)/C(C#N)=C/c1ccc(C)o1 | -6% | 10% | 1% | -6 | 16% | -2.4 | 3% | -1.3
Cc1cccc(OCCN2CSC(=S)N(C)C2)c1 | ? | 3% | -22% | 7 | -5% | 0.5 | -2% | -0.1
COc1cc2c(cc1OC)CN(c1ccc([N+](=O)[O-])cc1Cl)CC2 | 0% | -8% | -8% | 1 | 12% | 1.1 | -1% | -3.0

Complete entries, looked up by structure. Order of screens: PLK1 PBD inh | EPAC1 antag | WRN inhibitor | PI5P4K alpha inh | EPAC1 agonist | CCT chaperon mod | EPAC2 agonist | IL2 activator
Results for C[C@@H]1NC(=O)OC1c1ccco1 (stereo not given in full) → -8% | -22% | 3% | -3 | -14% | -1.5 | 2% | -0.8
Results for CCOc1ccc(CCN2C(=O)c3ccc(C(=O)O)cc3C2=O)cc1OCC → -3% | 4% | -3% | ? | 24% | -2.0 | 2% | 2.8

The results go on.
SMILES | PLK1 PBD inh | EPAC1 antag | WRN inhibitor | PI5P4K alpha inh | EPAC1 agonist | CCT chaperon mod | EPAC2 agonist | IL2 activator
C/C(=N\Nc1ccc(S(N)(=O)=O)cc1[N+](=O)[O-])c1cccnc1 | 5% | -9% | -12% | -11 | 0% | -0.5 | 2% | 1.6
CCOC(=O)C1CCN(C(=O)CCc2nnc3ccc(NCCCN4CCCC4=O)nn23)CC1 | -1% | 5% | 7% | -7 | -3% | -0.8 | 0% | 0.5
O=C(N/N=C/c1ccco1)c1ccc2nc[nH]c2c1 | -11% | 3% | 2% | -3 | 2% | -1.6 | 7% | 0.2
CCN(Cc1ccncc1)C(=O)c1cccc(S(=O)(=O)N2CCCCC2)c1 | -12% | 16% | 3% | 0 | 3% | -0.6 | 10% | 1.6
O=C(Nc1ccc(Cl)c(Cl)c1)C1CCCCC1 | 3% | -7% | -6% | 1 | -10% | -2.7 | 7% | 1.9
Cn1ccnc1C(O)c1ccc(OCc2ccccc2)cc1 (stereo not given) | -2% | -7% | -7% | 2 | -3% | 2.3 | 3% | -0.4
O=[N+]([O-])c1cc(S(=O)(=O)N2CCCC2)ccc1N/N=C1/CCCc2ccccc21 | -4% | -1% | -21%[57.1 µM] | 2 | -3% | -0.8 | 1% | 0.5
CCn1cc(/C=C/C(=O)Nc2ccn(Cc3c(F)c(F)c(F)c(F)c3F)n2)cn1 | -5% | -19% | -2% | -4 | -7% | 1.1 | -1% | -0.3
COc1cc(OC)nc(Oc2cc(C=O)ccc2OC)n1 | -9% | ? | 11% | -1 | 5% | -1.9 | 18% | -1.5
CC(=O)NC1CC2CCC(C1)N2Cc1ccc(C)cc1 (stereo not given) | -12% | -6% | 10% | 0 | 5% | -2.6 | 10% | -0.5
S=C(Nc1ccccc1)N1CCCCCCC1 | -11% | 11% | -7% | 11 | 10% | 1.6 | 1% | -2.6
CC1(C)Cc2nc3oc4c(=O)n(CC(=O)Nc5cccc(Cl)c5)cnc4c3cc2CO1 | -3% | -5% | 15% | -8 | -9% | -0.6 | 5% | -3.7
CCc1ccccc1NC(=S)N(Cc1cccs1)C1CCCC1 | -2% | -4% | -23% | 1 | 6% | 0.0 | 9% | -0.8
C1CCN(c2nc3nonc3nc2NCC2CCOCC2)CC1 | -23% | 22% | 5% | 1 | 3% | -0.8 | 12% | 0.2
CC1(C)CC(=O)c2c(oc3cc(O)c(O)cc23)C1 | -7% | 2% | 8% | -24 | -4% | 0.1 | -4% | -0.3
O=C1c2cccc3cccc(c23)C(=O)N1CCO | 1% | 3% | 3% | 1 | -8% | 3.0 | 2% | -0.7
O=C(O)c1ccc(N2C(=O)/C(=C\c3ccccc3)N=C2c2ccccc2)cc1 | -13% | -1% | -4% | -2 | -2% | 0.4 | 0% | 0.5
COc1cc(OC)c([N+](=O)[O-])cc1/C=N/NC(=O)c1ccncc1 | ? | -5% | -1%[11.6 µM] | 2 | -2% | 0.5 | 8% | -2.5
Cc1ccc(CN2CCN(Cc3ccco3)CC2)cc1 | 7% | 1% | 5% | 12 | 12% | 2.0 | 7% | 0.1
O=C(COc1cccc2ccccc12)Nc1nc2ccccc2[nH]1 | 1% | ? | -6% | 3 | 22% | 0.6 | 1% | -0.5
Cc1c(C(=O)N2CCC(C(N)=O)CC2)oc2ccc(Br)cc12 | -11% | -15% | 3% | -2 | 9% | 0.6 | 6% | -1.8
CN1CCC(N(C)S(=O)(=O)c2ccc(F)cc2F)CC1 | -4% | -21% | 0% | 0 | -1% | -1.8 | 7% | 0.8
N#Cc1ccccc1OCC(=O)NCC1(N2CCCCC2)CCCCC1 | -7% | 17% | -5% | 1 | -5% | -4.3 | 4% | -0.7
CC(C)CNC(=O)C1(C)CCCN1Cc1ccc(S(C)(=O)=O)cc1 (stereo not given) | -14% | -23% | 7%[57.1 µM] | -8 | -13% | -1.7 | 6% | 0.7
Cc1ccc2nc(N3CCN(c4ccccc4)CC3)c(C=O)c(=O)n2c1 | -2% | 1% | -5% | -1 | 5% | -1.2 | -15% | -0.4
Cc1cc(CNC(=O)C(C)Cc2ccccc2)nn1C (stereo not given) | -9% | -9% | 0% | -2 | -1% | -1.3 | 6% | 0.8
CCCNC(=O)/C(C#N)=C1\N=C(NC(=O)c2ccco2)c2ccccc21 | -7% | -1% | -4% | -2 | -13% | -0.2 | -3% | 0.6
Cc1ccc(C)c(Cn2c3ccccc3c3cnn(CC(=O)NCCCN4CCOCC4)c(=O)c32)c1 | 4% | -8% | -7% | 8 | -17% | -1.3 | -11% | -1.9
Cc1cc(/C=C2/C(=O)N(C)C(=S)N2C)c(C)n1C1CC1 | 1% | 3% | 2% | -9 | 8% | -0.8 | 5% | 2.1
CC(C)(C)NC(=O)C1CCN(C(=O)c2ccco2)CC1 | -2% | 14% | 17% | 2 | -2% | -0.1 | -3% | -0.6

Just EPAC2 agonist (3 entries from above):
| molecule | EPAC2 agonist |
| --- | --- |
| O=[N+]([O-])c1cc(S(=O)(=O)N2CCCC2)ccc1N/N=C1/CCCc2ccccc21 | 1% |
| Cc1cc(/C=C2/C(=O)N(C)C(=S)N2C)c(C)n1C1CC1 | 5% |
| CN1CCC(N(C)S(=O)(=O)c2ccc(F)cc2F)CC1 | 7% |
